Source: PubChem
Sm TGR block = inhibitors of Schistosoma mansoni thioredoxin glutathione reductase | Q962Y6 | purified TGR, DTNB reduction, TNB absorbance 405 nm | Potency, µM (series often up to 114 µM), for inactives: at the highest dose activity change, negative = inhibition, usual class: inhibitors | actives 3% (n = 360,000) | AID 485364; further: potency means the concentration at half of the fitted maximal effect; nearly all actives have a fitted effect of over 60% in size
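First, TGR (20 nM dispensed) and NADPH were mixed with compound. Second, a 15 min room-temperature incubation followed. Third, further NADPH and then DTNB were added to start the reaction. Finally, TNB absorbance was monitored kinetically.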
AmpC no deterg = inhibitors of E. coli AmpC beta-lactamase without detergent. Potency, µM (highest dose often 57.1 µM), for the others: at the highest dose activity change, negative = inhibition, hits mostly inhibitors. AID 485341. AmpC nitrocefin hydrolysis, absorbance 480 nm, 0.0001% Triton. actives 0.52% (n = 330,000);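 further: potency means the concentration at half of the fitted maximal effect; plate controls were no compound for no effect and no enzyme for full effect; nearly all actives have a fitted effect of over 20% in size; some results filed as inactive show a strong effect at the top dose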
Target sequence (P00811 whole entry, looked up): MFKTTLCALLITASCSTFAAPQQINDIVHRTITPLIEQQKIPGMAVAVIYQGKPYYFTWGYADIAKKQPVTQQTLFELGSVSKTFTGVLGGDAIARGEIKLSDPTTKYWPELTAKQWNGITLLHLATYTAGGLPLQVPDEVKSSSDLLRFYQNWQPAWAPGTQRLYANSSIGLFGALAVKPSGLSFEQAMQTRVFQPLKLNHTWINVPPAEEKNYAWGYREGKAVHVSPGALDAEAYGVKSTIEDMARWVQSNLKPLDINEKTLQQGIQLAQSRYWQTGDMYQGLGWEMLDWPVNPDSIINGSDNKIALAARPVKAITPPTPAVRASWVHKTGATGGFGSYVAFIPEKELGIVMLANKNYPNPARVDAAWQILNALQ
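20 mM phosphate pH 7.0 + 0.01% (detergent screen) or 0.0001% Triton X-100; 5.3 nM AmpC reagent; cpd preinc 15 min RT; nitrocefin (800 uM stock) to start; A480 q20 s × 4 min; Activity was normalised to no-enzyme and no-compound control wells.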
AmpC inh detg = blocks E. coli AmpC beta-lactamase in detergent assay. AID 485294. P00811. actives 0.041% (n = 370,000). Potency, µM (series often up to 114 µM), without a hit: at the highest dose activity change, negative = inhibition, actives largely listed as inhibitors. AmpC hydrolysis of nitrocefin, absorbance 480 nm, 0.01% Triton;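 further: potency means the concentration at half of the fitted maximal effect; 0% = no-compound wells and -100% = no-enzyme wells; nearly all actives have a fitted effect of over 25% in size; some results filed as inactive show a strong effect at the top dose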
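AmpC (5.3 nM in the dispensed reagent) in 20 mM phosphate pH 7.0 with 0.01% (detergent screen) or 0.0001% Triton X-100 was preincubated with compounds for 15 min at room temperature. Nitrocefin was then added from an 800 uM solution, and hydrolysis was followed at 480 nm.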
HCMV inh = inhibitors of human cytomegalovirus; HFF cells, HCMV-luciferase reporter, 72 h; active compounds read low; activity change, negative = inhibition, % at 57.5 µM; actives 4.5% (n = 410,000); AID 1259415; in the data active means activity change below about -60%; inconclusive means no clear call, values can overlap the other calls; inactive means above about -39%
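Steps: HFFs plated, 16 h 37C; compounds added; HCMV-luciferase added to MOI 1 PFU/cell; 72 h 37C; OneGlo reagent, 5 min room temperature; luminescence read, normalized to controls.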
Tb PYK inh = blocks Trypanosoma brucei pyruvate kinase | actives 0.12% (n = 410,000) | AID 624173 | TbPYK enzyme, Kinase-Glo Plus ATP luminescence, 45 min | Potency, µM (titrated, usually from 76.8 µM), for inactives: at the highest dose activity, negative = inhibition, most hits filed as inhibitors; further: potency means the concentration at half of the fitted maximal effect; nearly all actives have a fitted effect of over 50% in size
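Screened from lowest to highest concentration, compounds were pinned into TbPYK/substrate mixtures, and ADP (130 uM final) was added. Plates sat at room temperature for 45 min prior to Kinase-Glo Plus detection by luminescence.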
AMA1-RON2 inh = AMA1-RON2 (P. falciparum) interaction inhibition; AlphaScreen AMA1-biotinylated RON2 peptide binding; Potency, µM (series often up to 58.2 µM), without a hit: at the highest dose activity change, negative = inhibition, actives largely listed as inhibitors; actives 0.2% (n = 360,000);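 further: potency means the concentration at half of the fitted maximal effect; 0% = vehicle wells and -100% = peptide control; nearly all actives have a fitted effect of over 45% in size; some results filed as inactive show a strong effect at the top dose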
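AMA1 (3D7) with his tag at 25 nM final met compounds first, then biotinylated RON2 peptide at 25 nM; detection used donor plus acceptor beads, 10 µg/mL apiece, read by AlphaScreen after 30 min at room temperature.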
LmPK inh = inhibitors of Leishmania mexicana pyruvate kinase | Q27686 | purified LmPK, Kinase-Glo ATP luminescence, 1 h | Potency, µM (series often up to 57.5 µM), inactives show top-dose activity change, negative = inhibition, hits mostly inhibitors | actives 0.37% (n = 290,000) | AID 1721; further: potency means the concentration at half of the fitted maximal effect
Target sequence (Q27686 whole entry, looked up): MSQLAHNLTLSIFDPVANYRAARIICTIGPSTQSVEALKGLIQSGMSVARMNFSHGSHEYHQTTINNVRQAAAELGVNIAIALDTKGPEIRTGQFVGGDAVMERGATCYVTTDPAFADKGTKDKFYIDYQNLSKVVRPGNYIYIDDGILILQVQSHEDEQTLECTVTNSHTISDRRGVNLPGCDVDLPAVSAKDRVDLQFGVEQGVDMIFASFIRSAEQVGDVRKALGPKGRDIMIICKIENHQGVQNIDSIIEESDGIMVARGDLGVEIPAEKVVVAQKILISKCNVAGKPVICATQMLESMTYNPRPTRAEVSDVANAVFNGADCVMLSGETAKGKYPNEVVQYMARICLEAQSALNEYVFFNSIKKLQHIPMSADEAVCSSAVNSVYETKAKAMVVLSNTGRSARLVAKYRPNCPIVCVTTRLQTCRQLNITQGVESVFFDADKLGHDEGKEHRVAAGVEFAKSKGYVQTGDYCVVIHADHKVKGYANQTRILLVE
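Pyruvate kinase activity monitored as ATP production (luciferase luminescence). Conditions: 0.1 nM enzyme, 0.5 mM PEP, 0.1 mM ADP, 1 h, RT; normalized against uninhibited and no-enzyme wells.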
* = called active by the depositor; ? = inconclusive; / = not tested or not shown; [ ] = another dose, or the depositor's remark. Unless noted, the call rests on the fitted dose curve; in most records, active means well fitted curve in the direction sought with a large enough effect; inconclusive means small, poorly fitted or top-dose-only effect, or another doubt; inactive means no such curve, though single readings can be large; an effect the other way counts as inactive or inconclusive. Unless noted, on the % scale 0 is the no-effect control and ±100 the full control effect.

SMILES | Sm TGR block | AmpC no deterg | AmpC inh detg | HCMV inh | Tb PYK inh | AMA1-RON2 inh | LmPK inh
Cc1ccc(N(CC(N)=O)C2SC(=O)N(Cc3ccccc3)C2=O)cc1 (stereo not given) | -31% | 3% | -15% | -36 | 1% | 22% | 0%
CCOC(=O)c1ccc(N=C2SC(C(=O)NC)CC(=O)N2Cc2ccc(F)cc2)cc1 (stereo not given) | 0% | -10% | 1% | -36 | 3% | -5% | 6%
CC1CN(C(=O)N2CCC(C(=O)NCc3ccco3)CC2)c2cc(Cl)ccc2O1 (stereo not given) | 2% | / | 4% | -4 | 3% | / | /
CC1CCCCN1S(=O)(=O)c1ccc(NC(=O)c2ccco2)cc1 (stereo not given) | -11% | -34% | -6% | 34 | 9% | 5% | 11%
CCOC(=O)c1sc2ncn(/N=C/N(C)C)c(=O)c2c1C | -5% | -9% | 1% | -23 | 3% | 0% | -3%
COc1ccc(N2C(=O)C3C4C=CC(CC4)C3C2=O)c([N+](=O)[O-])c1 (stereo not given) | 3% | -6% | -2% | 4 | 4% | -10% | -3%
Cc1cc(N/N=C/c2ccc3c(c2)OCO3)nc2ccccc12 | 5% | -34% | 0% | 55 | -7% | 24% | -3%
CC(=O)Nc1ccc(Nc2nc(-c3cc4ccccc4oc3=O)cs2)cc1 | -27% | -47% | 0% | 1 | -6% | -2% | 6%
CCOC(=O)N/N=C/c1cccc(Cl)c1Cl | -5% | -13% | -1% | 35 | 0% | 22% | 1%
COc1ccc(OCCN2CCC(C(=O)NC(c3ccc(F)cc3)c3ccc4ccccc4n3)CC2)cc1 (stereo not given) | / | / | / | 29 | -7% | ? | /
COc1ccc(S(=O)(=O)NCc2ccccn2)cc1C | / | / | / | -18 | -6% | 13% | /
Cc1ccc(NC(=O)CSc2nc3ccccc3c(=O)n2CCCN2CCCCC2)cc1C | 6% | 122%[activator] | -11% | 7 | 0% | -4% | 0%
CC(Sc1nc(-c2ccccc2)cc(C(F)(F)F)n1)C(=O)NCc1ccco1 (stereo not given) | ? | -14% | -7% | -38 | -4% | -1% | 0%
C=CCn1c(=N)n(CC(O)COc2ccccc2OC)c2ccccc21 (stereo not given) | -5% | -2% | ? | -14 | 6% | -2% | -4%
CCCCC(=O)Nc1sc2c(c1C#N)CC(C)(C)OC2 | -7% | -15% | -10% | 22 | -23% | -7% | 7%
Cc1ccc(S(=O)(=O)C(CNC(=O)C(=O)NCCc2ccc(Cl)cc2)c2cccs2)cc1 (stereo not given) | -13% | / | -3% | -22 | -5% | / | /
COc1ccc(-n2cc(C(=O)NCc3ccccc3Cl)c3ccccc3c2=O)cc1 | 10% | / | 14% | 6 | 7% | / | /
NC(=O)COC(=O)c1cc(-c2cccs2)nn1-c1ccccc1 | -12% | -14%[11.4 µM] | -15% | ? | 0% | -1% | 1%
Cc1ccc(Cl)cc1N1CCN(CCCNc2ncnc3onc(-c4ccc(F)cc4)c23)CC1 | -1% | / | 0% | -3 | 1% | / | /
CCn1nc(C(=O)OC2CCOC2=O)c2ccccc2c1=O (stereo not given) | -1% | -21% | -1% | -5 | -14% | -7% | -1%
COC(=O)CN1C(=O)N/C(=C/c2ccc(OC)cc2)C1=O | 3% | 1% | -7% | ? | 7% | -12% | 2%
O=C(CN1CCOCC1)NCC12CC3CC(CC(C3)C1)C2 | -5% | 5% | 2% | -3 | 1% | -8% | -3%
CCCCNC(=O)CSc1nc2ccccc2c(=O)n1Cc1ccc2c(c1)OCO2 | 12% | -2% | -16% | -11 | / | -7% | 2%
COC(=O)c1cc(-c2ccc(OC)cc2F)nc2nc(SC)[nH]c(=O)c12 | 6% | -8% | -13% | -15 | 0% | 4% | 7%
CC(C)(C)n1[nH]c2c3c(ccc2c1=O)C(=O)c1ccccc1C3=O | -5% | -4% | -9% | 17 | 0% | -10% | -3%
CCc1ccc(CN(Cc2ccco2)C(=O)c2cc(-c3ccc(C)c(F)c3)on2)cc1 | -6% | / | 5% | 61 | -3% | / | /
O=C(Nc1cc(Cl)ccc1-n1cncn1)c1cc(F)c(F)c(F)c1F | 4% | ? | ? | 5 | -1% | 9% | /
S=c1[nH]c2ccc(Cl)cc2s1 | -29% | -19% | 5% | 63 | ? | 91%[activator] | -18%
Nc1c(C(=O)NCC2CCCO2)c2nc3ccccc3nc2n1Cc1ccco1 (stereo not given) | 0% | 127%[activator] | 0% | 8 | -14% | 60%[activator] | 3%
CC1CN(C(=O)c2cn3ccccc3n2)CC(C)O1 (stereo not given) | 10% | -7% | -14% | 31 | -2% | 93%[activator] | -1%
CC(C)(C)SCCNC(=O)/C=C/c1ccc(F)cc1 | 5% | -26% | -20% | 17 | 2% | -10% | -1%
COc1ccc(Cl)cc1C(=O)NN=C1CCCC1 | / | / | / | -5 | 4% | 2% | /
Cc1ccccc1NS(=O)(=O)c1cc(C(=O)Nc2cccc(N(C)S(C)(=O)=O)c2)ccc1C | 8% | -38% | -2% | -21 | 9% | 5% | 5%
CN(C)S(=O)(=O)c1cccc(C(=O)NCc2cccs2)c1 | 14% | -25% | -4% | 25 | 6% | 4% | 1%
O=C1NC(Cc2ccc(O)cc2)c2nc3cc(Cl)ccc3c(=O)n2-c2cc3ccccc3cc21 (stereo not given) | / | / | / | -100* | -2% | 12% | /
CC(C)(CO)C(O)C(=O)NCCC#N (stereo not given) | -9% | -4% | ? | 15 | -3% | -4% | -2%
CCC(C)(C)NC(=O)C(c1ccc(OC)cc1)N(C(=O)CCC(=O)Nc1cc(C)on1)c1ccc2c(c1)OCCO2 (stereo not given) | -14% | 109%[activator] | -6% | -5 | 2% | 9% | 0%
CC(C)NS(=O)(=O)c1ccc(OCC(=O)Nc2ccc3c(c2)OCO3)cc1 | -5% | -9% | ? | -5 | -4% | 0% | 2%
O=C(NC1CCCCCCC1)C1CCN(S(=O)(=O)N2CCCC2)CC1 | -5% | -18% | -15% | 23 | -5% | 8% | 5%
Cc1c(Cl)cccc1N1C(=O)c2ccccc2C1=O | -2% | -15% | 4% | 24 | 3% | -8% | -4%
COC(=O)/C=C/c1c(C)[nH]c(=O)[nH]c1=O | 5% | 11% | -5% | -25 | -2% | 2% | 3%
CC(C)N(Cc1ccccc1)C(=S)Nc1cccnc1 | -2% | -11% | ? | -31 | 1% | 3% | 3%
CCOC(=O)Cn1cncc1-c1ccc([N+](=O)[O-])cc1 | -2% | -5% | -12% | -17 | -13% | 12% | 2%
COc1ccc2c(c1)c1ncn(Cc3ccccn3)c(=O)c1n2C | 8% | 55% | 1% | 13 | 0% | 0% | -5%
Cc1cccc(-n2cc(-c3ccc([N+](=O)[O-])cc3)[nH]c2=S)c1 | -3% | -24% | 2% | -10 | -19% | 78%[activator] | -7%
CC(NS(=O)(=O)/C=C/c1ccccc1)C(=O)NCCc1ccc(S(N)(=O)=O)cc1 (stereo not given) | 0% | -23% | 3% | -17 | 2% | 21% | 1%
Cc1ccc(C(=O)C2C(c3ccc(-c4ccccc4[N+](=O)[O-])o3)NC(=O)NC2(O)C(F)(F)F)cc1 (stereo not given) | / | / | / | -30 | -4% | -6% | /
CCOC(=O)C1=NNC2C(=O)N(C3CCCCC3)C(=O)C12 (stereo not given) | 7% | -8% | -1% | 22 | 5% | -17% | -6%

3 entries drawn at random from those above:
SMILES | Sm TGR block | AmpC no deterg | AmpC inh detg | HCMV inh | Tb PYK inh | AMA1-RON2 inh | LmPK inh
CCC(C)(C)NC(=O)C(c1ccc(OC)cc1)N(C(=O)CCC(=O)Nc1cc(C)on1)c1ccc2c(c1)OCCO2 (stereo not given) | -14% | 109%[activator] | -6% | -5 | 2% | 9% | 0%
COc1ccc2c(c1)c1ncn(Cc3ccccn3)c(=O)c1n2C | 8% | 55% | 1% | 13 | 0% | 0% | -5%
Cc1c(Cl)cccc1N1C(=O)c2ccccc2C1=O | -2% | -15% | 4% | 24 | 3% | -8% | -4%

Next part.
SMILES | Sm TGR block | AmpC no deterg | AmpC inh detg | HCMV inh | Tb PYK inh | AMA1-RON2 inh | LmPK inh
Cc1ccc(NC(=S)N2CCN(C)CC2)c(C)c1 | -3% | -5% | 4% | -4 | -8% | 11% | -3%
COc1ccc(CNC(=O)COC(=O)CCC2CCCCC2)cc1 | 9% | 3% | 1% | -30 | 5% | 31%[activator] | 1%
O=S(=O)(Nc1ccc(-c2cn3ccccc3n2)cc1)c1ccccc1 | 18% | -44% | 2% | -4 | 4% | 3% | 1%
Cc1ccc(N2C(=O)Nc3ccc(Br)cc3C2(O)C(=O)NCCCN(C)C)cc1C (stereo not given) | -10% | -25% | 3% | 80 | 8% | 17% | -2%
Cc1c(C)n(CCCN(C)C)c2ncnc(NCc3ccccc3)c12 | 4% | 96%[activator] | 3% | 31 | -2% | ? | 3%
CCc1nc2ccc(C(=O)NCCCn3ccnc3)cn2c1N(C)C(=O)COc1ccccc1 | / | / | / | -2 | 3% | -2% | /
O=C(O)C1CC2(Cl)C(Cl)=C(Cl)C1(Cl)C2(Cl)Cl (stereo not given) | / | / | / | 12 | -4% | 12% | /
CC(=O)Nc1ccc(NC(=O)COC(=O)CCNS(=O)(=O)c2c(Cl)cccc2Cl)cc1 | 0% | -11% | 0% | -8 | -9% | -2% | /
Cc1nc2cncc(Br)c2n1C | 14% | -18% | -17% | -12 | 0% | 5% | -6%
CN1CCN(C(=O)C(=O)c2cn(CC(=O)N3CCCC3)c3ccccc23)CC1 | -8% | -5% | -2% | ? | -9% | 19% | -3%
Cc1ccc(C(=O)N[C@H](C(=O)NC2CCCCC2)C(C)C)cc1 | / | -11% | / | 5 | 4% | 5%[11.6 µM] | /
Cc1cc(SCC(=O)N2c3ccccc3NC(=O)CC2C)nc2ccccc12 (stereo not given) | / | / | / | -22 | -3% | 11% | /
CCOC(=O)N1CCN(c2c(NCCOC)c(=O)c2=O)CC1 | -4% | -4% | -14% | 46 | 0% | 0% | 1%
O=C(NCC1CCCO1)c1ccc(N2CCCCC2)c([N+](=O)[O-])c1 (stereo not given) | -1% | 3% | -6% | 39 | 3% | -4% | 1%
O=C(Nc1cccc(Br)c1)c1ccc2c(c1)SC1=NS(=O)(=O)CCN12 | -4% | -12% | 3% | ? | 2% | 10% | /

Structures listed so far that contain a CF3 group, in the order listed:
SMILES | Sm TGR block | AmpC no deterg | AmpC inh detg | HCMV inh | Tb PYK inh | AMA1-RON2 inh | LmPK inh
CC(Sc1nc(-c2ccccc2)cc(C(F)(F)F)n1)C(=O)NCc1ccco1 (stereo not given) | ? | -14% | -7% | -38 | -4% | -1% | 0%
Cc1ccc(C(=O)C2C(c3ccc(-c4ccccc4[N+](=O)[O-])o3)NC(=O)NC2(O)C(F)(F)F)cc1 (stereo not given) | / | / | / | -30 | -4% | -6% | /
